# High-throughput results deposited in PubChem BioAssay by several laboratories.
# proCasp3 act – activators of human procaspase-3; hit rate 0.11% among 330,000; recombinant procaspase-3 D3A, Ac-DEVD-pNA absorbance 405 nm; activation, % at 8.5 µM; AID 463141; P42574;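 active means activation above the mean of all tested compounds plus 3 SD, cut at about 21% in these data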;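 further: 0% = DMSO alone and 100% = DMSO wells spiked with extra 5 µM PC-3 D3A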
# Target sequence (P42574 whole entry D9A/D28A/D175A): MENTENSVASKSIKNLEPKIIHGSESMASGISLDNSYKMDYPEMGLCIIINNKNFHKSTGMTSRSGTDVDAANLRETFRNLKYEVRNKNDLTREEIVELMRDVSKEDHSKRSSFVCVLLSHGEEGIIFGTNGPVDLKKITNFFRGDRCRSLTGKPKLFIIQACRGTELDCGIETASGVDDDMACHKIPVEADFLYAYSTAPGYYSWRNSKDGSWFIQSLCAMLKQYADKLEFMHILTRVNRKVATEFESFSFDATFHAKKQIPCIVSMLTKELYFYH
#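 Assay system: Procaspase-3 D3A mutant, all three cleavage aspartates alanine. Buffer or medium: Zinc-free HEPES saline buffer with Triton X-100. Times: 1 h compound preincubation, 2 h substrate hydrolysis at 25 °C. Measured by: 405 nm absorbance of p-nitroaniline, reads at 0 and 120 min. Read-out basis: percent activation relative to control range. Replicates: singlicate.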
# proCasp7 act – activates human procaspase-7, counter-screen for procaspase-3 activators | recombinant procaspase-7, Ac-DEVD-pNA absorbance 405 nm; D23A/D198A/D206A triple mutant, cannot self-cleave; scale: DMSO 0, 5 µM enzyme 100 | activation, % at 8.5 µM | hit rate 0.093% among 330,000 | AID 463210;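 active means percent activation above the screen-wide mean plus 3 SD, cut at about 25% in these data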
# Target sequence (P55210 whole entry D23A/D198A/D206A): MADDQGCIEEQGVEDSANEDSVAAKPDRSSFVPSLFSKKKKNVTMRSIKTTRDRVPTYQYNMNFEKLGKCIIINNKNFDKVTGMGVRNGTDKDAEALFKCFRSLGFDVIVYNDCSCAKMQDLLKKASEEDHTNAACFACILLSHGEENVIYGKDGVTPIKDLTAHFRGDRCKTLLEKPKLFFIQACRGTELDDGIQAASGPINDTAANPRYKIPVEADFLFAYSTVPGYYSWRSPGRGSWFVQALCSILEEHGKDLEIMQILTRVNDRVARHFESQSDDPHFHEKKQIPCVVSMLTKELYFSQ
#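 signal = Epi-absorbance of released pNA at 405 nm, two timepoints | assay system = Uncleavable procaspase-7 mutant enzyme | reagent = Ac-DEVD-pNA substrate, 400 µM as added | times = 1 h enzyme–compound preincubation and 2 h substrate reaction, both 25 °C | benchmarks = low DMSO alone, high DMSO plus 5 µM PC-7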
# LAP4 TOR yeast – alters LAP4-GFP fluorescence in TOR pathway yeast screen; S. cerevisiae LAP4-GFP multiplex, flow cytometry GFP, 3 h; median GFP as percent of DMSO wells; GFP response vs DMSO, % at 10 µM; hit rate 0.34% among 320,000; AID 2023;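 active means GFP response vs DMSO above a set limit, about the screen mean plus 3 SD, cut at about 150% in these data; inconclusive means under 70 cell events counted for the yeast strain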
# MEP2 TOR yeast – alters MEP2-GFP fluorescence in TOR pathway yeast screen; S. cerevisiae MEP2-GFP strain, flow cytometry GFP, 3 h; 100% = DMSO control level; hit rate 0.51% among 330,000; GFP response vs DMSO, % at 10 µM;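 active means GFP response versus DMSO above a set limit, roughly screen mean plus 3 SD, cut at about 180% in these data; inconclusive means fewer than 70 cells counted for a yeast strain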;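 further: median GFP fluorescence of the barcode-gated MEP2-GFP cells per well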
# RPL19A TOR yeast – modulators of TOR pathway RPL19A-GFP in S. cerevisiae; S. cerevisiae RPL19A-GFP strain, flow cytometry, 3 h; hits give low values; percent response vs DMSO, % at 10 µM; hit rate 0.3% among 330,000; AID 2025;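 active means percent response vs DMSO below 50%; inconclusive means fewer than 70 events counted for the yeast strain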;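 further: median channel GFP fluorescence of the barcoded RPL19A-GFP strain; ratio of sample median GFP to plate DMSO average so 100% = DMSO; lower means less RPL19A-GFP as with rapamycin TOR inhibition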
# AHR act – activators of human aryl hydrocarbon receptor; activation, % at 5 µM; hit rate 2.5% among 320,000; P35869; AHR-responsive luciferase reporter cells, luminescence; in the data active means activation above about 47%;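 further: 0% = vehicle wells and 100% = reference agonist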
# AGP1 TOR yeast – modulators of TOR pathway AGP1-GFP in S. cerevisiae; S. cerevisiae AGP1-GFP multiplex flow cytometry, 3 h; GFP as percent of DMSO wells; GFP response vs DMSO, % at 10 µM; hit rate 0.02% among 320,000;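 active means GFP response relative to DMSO above a set limit, near screen average plus 3 SD, cut at about 150% in these data; inconclusive means fewer than 70 cells counted for the yeast strain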;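 further: median GFP channel fluorescence of the gated AGP1 strain per well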
# CIT2 TOR yeast – modulators of TOR pathway CIT2-GFP in S. cerevisiae. S. cerevisiae CIT2-GFP strain, flow cytometry, 3 h; 100 means same as DMSO wells. GFP response vs DMSO, % at 10 µM. hit rate 0.065% among 320,000;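 active means GFP response relative to DMSO above a set limit, near the screen mean plus 3 SD, cut at about 150% in these data; inconclusive means Fewer than 70 cells measured for a yeast strain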;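 further: ratio of well median GFP fluorescence to mean of DMSO wells on the plate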
# The depositor's hits bear a star; ? = inconclusive; · = no result given; [ ] = dose if it differs, or a comment.
SMILES,proCasp3 act,proCasp7 act,LAP4 TOR yeast,MEP2 TOR yeast,RPL19A TOR yeast,AHR act,AGP1 TOR yeast,CIT2 TOR yeast
CCN(CC)c1ccc(NC(=O)c2cccnc2)c(C)c1,0,-2,88,109,98,-2,108,115
O=C(C1CCN(S(=O)(=O)c2cccs2)CC1)N(c1ccccn1)C1CCCCC1,2,6,104[may fluoresce violet],85[may fluoresce violet],46*[may fluoresce violet],-1,?,?
O=C(N/N=C/c1ccc2c(c1)OCO2)c1ccc(NC(=O)c2ccc(F)cc2)cc1,2,-6,112,101,100,-1,96,95
CCSc1nnc(NC(=O)CSc2nccn2-c2cccc(C)c2)s1,-5,-3,112,114,108,39,103,109
Cn1c(=O)[nH]c(=O)c2c1nc(N)n2Cc1ccccc1,6,6,95,104,103,1,101,99
Cc1c(C(=O)N(Cc2ccccc2Cl)C2CCS(=O)(=O)C2)oc2ccccc12 (stereo not drawn),0,4,107,101,111,4,109,105
CC(C)CNC(=O)c1ccc2c(c1)C(=O)N(Cc1ccco1)C2=O,-13,-3,86,110,106,5,90,102
N#Cc1sc2nc(-c3cccs3)cc(-c3ccc(F)cc3)c2c1N,-5,12,100,106,104,5,103,105
Cc1cc(-c2nnc3n2N=C(C(C)(C)C)CS3)n[nH]1,13,-7,96,103,102,19,97,97
CC1=NCCN1S(=O)(=O)c1cc([N+](=O)[O-])ccc1Cl,1,1,89,94,89,-1,90,99
CC(=O)c1c(C)[nH]c(C(=O)OCC(=O)Nc2sc3c(c2C#N)CCCC3)c1C,7,-6,99,105,102,10,102,98
O=S(=O)(c1ccccc1F)N1CCN(CCc2ccccc2)CC1,0,0,92,90,100,-2,96,97
COc1cc(C#N)c(N=C(SCC#N)N2CCOCC2)cc1OC,0,-2,98,98,103,0,90,98
COCCNC(=O)CC(=O)N/N=C/c1ccc(C(=O)OC)cc1,8,12,102,103,103,-1,105,103
Cc1ccc(O)c(/C=N/NC(=O)CN2CCCC2)c1,-12,0,90,104,105,5,113,123
O=c1[nH]c2ccccc2nc1/C=C/c1ccc(Cl)cc1,-6,10,99,94,92,24,·,92
OCC(CO)(CO)NC(=S)Nc1cc(Cl)cc(Cl)c1,-10,5,106,90,100,-2,108,94
CN(c1ccc(S(=O)(=O)N2CCOCC2)cn1)C1CCCCC1,2,3,104,99,98,4,104,106
CCn1c(COc2ccccc2C)nnc1SCC(=O)OC,2,6,93,148,64,-1,?,?
Cc1sc2nc(C(C)Nc3ccccc3N3CCOCC3)[nH]c(=O)c2c1C (stereo not drawn),-5,5,87,100,96,19,104,·
C(=N\N1CCN(C2c3ccccc3-c3ccccc32)CC1)/c1ccncc1,-1,-10,98,105,101,1,106,103
CCOC(=O)/C(=N/Nc1ccccc1)Sc1nnnn1-c1ccc(C)cc1,1,-4,88,97,98,0,100,98
COc1ccc(CCNS(=O)(=O)c2cnc(Cl)c(Br)c2)cc1OC,11,-2,108,95,98,-2,103,93
CC(C)(c1ccc(O)cc1)c1ccc(O)cc1,-1,-6,103,93,98,25,90,88
Cc1cc(-c2ccc(C)c(S(=O)(=O)N3CC(=O)Nc4ccccc43)c2)on1,4,7,89,107,97,2,100,99
CCOC(=O)c1cc2occc2n1Cc1ccc(F)cc1,6,-7,89[may fluoresce violet],?,93,-2,97,?
CCOCC(=O)Nc1ncc(S(=O)(=O)c2ccc([N+](=O)[O-])cc2)s1,0,5,97,88,95,-1,97,96
O=C(COC(=O)/C=C/c1ccc(OC(F)F)cc1)NC(=O)NCc1ccccc1,0,-1,100,102,100,1,104,96
O=C(NC1CCS(=O)(=O)C1)C1CCCN(S(=O)(=O)c2ccc(Cl)cc2)C1 (stereo not drawn),5,4,91,100,97,1,97,104
N/C(=N\OC(=O)CSc1ccccc1)c1ccncc1,10,5,98,102,106,9,97,101
Cc1ccc(OCC(=O)NCC(=O)n2nc(C)cc2C)cc1,3,3,102,108,98,3,99,94
COc1cc(/C=N/n2c(-c3cc(C)[nH]n3)n[nH]c2=S)cc(OC)c1O,-10,-12,97,96,98,1,108,107
CC(=O)NC(CCS(C)(=O)=O)C(=O)N1CCc2ccccc21 (stereo not drawn),6,1,90,89,110,20,73,63
O=C(Nc1ccc(Cl)cc1)Nc1nnc(CSCc2ccccc2)s1,2,5,88,94,96,7,89,98
Cc1cccc([C@@H]2[C@@H]3C(=O)N(Cc4ccccc4)C(=O)[C@@H]3[C@]3(CC(C)C)C(=O)N(c4cccc(Cl)c4)C(=O)N23)c1,-1,5,133,92,94,5,79,67
Cc1cccn2c(=O)c(/C=C(\C#N)C(=O)NC3CCS(=O)(=O)C3)c(Oc3ccc(F)cc3)nc12 (stereo not drawn),0,2,98,92,99,1,103,103
COc1ccc(-c2nsc(SCC(=O)NCC3CCCO3)n2)cc1 (stereo not drawn),1,5,105,100,100,-2,104,101
CCc1nnc(NC(=O)CSc2nc3ccccc3s2)s1,2,0,88,89,95,4,82,85
Cc1ccc(C(=O)NCCC2=CCCCC2)cc1S(=O)(=O)N1CCCCC1,0,-2,93,97,100,1,90,78
COc1cccc(OC)c1C(=O)Nc1ccc2c(c1)CCCN2S(=O)(=O)c1ccc(C)cc1,2,4,100,96,98,1,103,96
COC(=O)c1ccc(COc2ncnc3ccccc23)o1,11,2,98,107,107,2,102,99
O=Cc1ccccc1OS(=O)(=O)c1ccccc1,-2,2,92,102,99,-2,97,103
Cn1cc(CN2CCN(c3ncccn3)CC2)c(-c2cccc(Cl)c2)n1,5,-3,94,97,96,-1,92,100
Cc1cccc(-n2c(N)cc(=O)nc2SCC(=O)Nc2cc(C)on2)c1,1,8,84,96,96,3,92,·
Cc1ccc(S(=O)(=O)NCCS(=O)(=O)N2CCN(c3ccc(F)cc3)CC2)cc1,-13,-3,115,103,97,6,108,98
CNC(=O)c1ccc(OC2CSC2)cc1,-9,-1,110,115,111,4,111,109
CSCC[C@H](NS(=O)(=O)c1ccc(C)cc1)C(=O)N1CCC(C(=O)N[C@@H](Cc2ccccc2)C(=O)O)CC1,-3,3,89,80,91,-1,91,93
O=C(NCCc1ccc(Cl)cc1)C1CCC(CNc2nc(=S)[nH]c3ccccc23)CC1 (stereo not drawn),-3,-3,99,93,93,0,100,95
Cc1cccc2sc(NS(C)(=O)=O)nc12,2,2,102,104,100,3,102,102
Cc1ccc(C(=O)n2nc(-c3ccco3)nc2N)cc1,0,3,112,106,96,-1,84,95
CCOC(=O)NC1(C(F)(F)F)C(=O)N(Cc2ccccc2)C2=C1C(=O)CC(C)(C)C2 (stereo not drawn),-12,-3,94,109,101,-1,110,114
O=C(Nc1nccs1)c1cc2sccc2n1Cc1ccc(F)cc1,-5,10,92,105,100,1,105,101
CS(=O)(=O)c1ccc2nc(NC(=O)c3cccs3)sc2c1,-5,-2,99,98,99,-3,·,94
C=CCn1c(CCCNC(=O)CCC)nc2ccccc21,1,-2,98,101,98,2,105,102
CCOC(=O)c1nnn(-c2nonc2N)c1CSc1ccccc1,3,-3,95,110,106,-3,102,·
CC(C)(C)SC(=O)CC1NS(=O)(=O)OCC1NC(=O)OCC(Cl)(Cl)Cl (stereo not drawn),-2,-9,111,95,103,2,87,87
Cc1ccc(Cn2ncc(C)c2N)o1,12,16,104,92,97,-2,99,93
CC(=O)c1ccc(OCCCN2CCCCC2)cc1,3,13,98,106,101,-3,101,106
CSc1nc2nc(C(F)(F)F)cc(-c3ccccc3)n2n1,3,2,100,104,103,16,101,110
Cc1cccc(C(=O)Nc2ccc(N3CCN(C(=O)c4ccco4)CC3)cc2)c1,2,2,103,107,98,-2,97,94

# Structural class, the compounds so far containing a CF3 group
SMILES,proCasp3 act,proCasp7 act,LAP4 TOR yeast,MEP2 TOR yeast,RPL19A TOR yeast,AHR act,AGP1 TOR yeast,CIT2 TOR yeast
CCOC(=O)NC1(C(F)(F)F)C(=O)N(Cc2ccccc2)C2=C1C(=O)CC(C)(C)C2 (stereo not drawn),-12,-3,94,109,101,-1,110,114
CSc1nc2nc(C(F)(F)F)cc(-c3ccccc3)n2n1,3,2,100,104,103,16,101,110

# (next part)
SMILES,proCasp3 act,proCasp7 act,LAP4 TOR yeast,MEP2 TOR yeast,RPL19A TOR yeast,AHR act,AGP1 TOR yeast,CIT2 TOR yeast
CCOc1cc(/C=N/NC(=O)C2CCCC2)ccc1O,-1,1,78,110,124,4,105,123
C=CCn1c(SCC(=O)N2CCCC2)nc2scc(-c3cccs3)c2c1=O,1,8,107,109,101,11,106,94
O=C(O)CCC(=O)OCCCc1cc2ccccc2c(=O)o1,-7,-14,89,95,92,9,92,83
O=C1c2ccccc2C(=O)N1CCCc1nc2ccccc2c(=O)n1Cc1ccco1,-13,-18,112,114,102,1,·,112
COc1ccc(Br)c2oc(S)cc(=O)c12,-7,-16,110,101,100,1,97,98
COc1ccc(Br)cc1/C=C/C(=O)OCC(=O)NCCc1ccc(S(N)(=O)=O)cc1,-1,11,95,101,99,-1,100,108
C=CCN=c1sc(C(=O)OC)cc(=O)n1CC=C,1,7,101,100,99,1,97,90
Cc1cc(-c2csc(NC(=O)c3ccc(S(=O)(=O)N(C)C)cc3)n2)c(C)n1-c1ccccc1,-8,-4,89,98,100,4,102,101
CC(=O)N1c2ccc(S(=O)(=O)N3CCC(C(=O)N4CCN(c5cccc(C(F)(F)F)c5)CC4)CC3)cc2CC1C (stereo not drawn),-4,-2,95,102,99,-4,100,103
COC(=O)c1cc(S(=O)(=O)N(Cc2ccccc2)C(C)(C)C)c[nH]1,-8,9,86,98,91,0,85,87
O=C(Cn1nnc(-c2ccc(F)cc2)n1)N1CCCCC1,6,3,105,108,111,-1,109,109
O=C(Nc1ccnn1C1CCN(C2CCC2)CC1)c1ccccc1,-7,2,101,103,100,2,101,93
CCN(Cc1ccccc1)C(c1ccc(Cl)cc1)c1nnnn1C(C)(C)C (stereo not drawn),-2,3,101,105,98,-2,101,102
CCCn1c(N)c(N(CCOC)C(=O)CSc2cc(C)c3cccc(C)c3n2)c(=O)[nH]c1=O,12,12,101,101,97,7,100,96
O=C(O)CNC(=S)N(Cc1ccccc1F)C1CCCCC1,1,1,111,93,97,3,99,90
COCCN1C(=O)N[C@@H](c2ccco2)C(C(=O)OC)=C1C,-4,11,121,92,102,1,88,103
C(=C\c1ccco1)/C1=NN(c2ccccc2)C(c2ccco2)C1 (stereo not drawn),-17,-27,109,150,103,0,18,82
COc1ccc(NC(=O)C2CCCN(S(C)(=O)=O)C2)cc1Cl (stereo not drawn),-1,-2,97,103,103,4,105,97
O=C(O)c1ccccc1Sc1c([N+](=O)[O-])cc(C(F)(F)F)cc1[N+](=O)[O-],3,-4,110,108,101,2,91,97
Cc1cc(NC(=O)CCC(=O)N(CC(=O)NCC2CCCO2)c2ccc(F)c(Cl)c2)no1 (stereo not drawn),11,2,71[may fluoresce violet],390*[may fluoresce violet],54[may fluoresce violet],1,13[may fluoresce violet],?
